OX1R FRET antag: antagonists of human orexin 1 receptor (OX1R); O43613; OX1R-expressing cells, FRET antagonist read-out; inhibition, % at 6.6 µM; 330,000 compounds, 1.8% hits; in the data active = inhibition mostly above about 38%, no sharp cut-off; inactive = mostly below about 40%;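 also: 0% = agonist challenge alone and 100% = reference antagonist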
Target sequence (O43613 whole entry, looked up): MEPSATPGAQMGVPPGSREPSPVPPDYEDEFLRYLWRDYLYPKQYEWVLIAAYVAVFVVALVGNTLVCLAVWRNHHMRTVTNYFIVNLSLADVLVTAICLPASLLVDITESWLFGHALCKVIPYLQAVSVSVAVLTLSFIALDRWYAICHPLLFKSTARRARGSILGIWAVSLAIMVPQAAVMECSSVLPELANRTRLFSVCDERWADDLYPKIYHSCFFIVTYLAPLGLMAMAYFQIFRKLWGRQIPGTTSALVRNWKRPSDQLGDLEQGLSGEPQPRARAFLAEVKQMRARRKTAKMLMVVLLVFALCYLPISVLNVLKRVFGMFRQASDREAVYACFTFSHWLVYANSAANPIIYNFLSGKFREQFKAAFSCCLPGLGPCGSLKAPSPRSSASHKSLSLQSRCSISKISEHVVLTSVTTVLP
STK33 inh: inhibitors of human STK33 kinase | purified STK33, MBP phosphorylation, ADP-Glo luminescence | inhibition, % at 10 µM | 320,000 compounds, 0.073% hits | AID 2661;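 active = inhibition at or above 25%, using the most active replicate where run in duplicate; inactive = inhibition below 25%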
Target sequence (Q9BYT3 whole entry, looked up): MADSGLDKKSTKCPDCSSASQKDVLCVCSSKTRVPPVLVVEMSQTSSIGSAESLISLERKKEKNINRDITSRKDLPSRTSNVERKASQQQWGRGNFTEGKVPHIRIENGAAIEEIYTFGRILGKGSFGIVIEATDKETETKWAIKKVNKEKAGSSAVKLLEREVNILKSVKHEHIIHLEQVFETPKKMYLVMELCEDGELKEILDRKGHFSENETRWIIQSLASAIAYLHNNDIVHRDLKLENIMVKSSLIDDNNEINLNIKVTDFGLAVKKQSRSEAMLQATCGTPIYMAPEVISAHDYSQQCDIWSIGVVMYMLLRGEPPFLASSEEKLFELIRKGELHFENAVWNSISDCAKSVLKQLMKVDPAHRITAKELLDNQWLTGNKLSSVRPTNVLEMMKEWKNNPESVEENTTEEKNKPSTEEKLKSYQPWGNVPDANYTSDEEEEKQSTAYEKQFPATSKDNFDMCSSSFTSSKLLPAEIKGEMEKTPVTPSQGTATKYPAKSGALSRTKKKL
* marks the source's active call; other numbers are inactive results; / = no result given.

Start of the listing, in advance, 16 compounds:
OX1R FRET antag,STK33 inh,mol
18,-1.2,COCCCNC(=O)CCn1c(=O)c2ccccc2n(Cc2cccc([N+](=O)[O-])c2)c1=O
41*,0.4,COc1cc(/C=C2/S/C(=N/S(=O)(=O)Cc3ccccc3)NC2=O)c([N+](=O)[O-])cc1OC
2,-0.2,CN(Cc1ccccc1)C(=O)c1ccc2c(c1)OCO2
19,-0.2,O=C1CC(c2ccc(F)cc2)c2cc3c(cc2N1)CCC3 (stereo unspecified)
1,0.1,Cc1onc(-c2c(F)cccc2Cl)c1C(O)c1ccc(F)cc1 (stereo unspecified)
2,-0.7,CCOc1ccc(NC(=O)CSc2nnnn2-c2ccc(C(N)=O)cc2)cc1
9,0.2,Nc1nc(Br)c2c(F)cccc2c1-c1ccccc1
21,0.3,O=S1(=O)CCOC[C@H](CC2CCCCC2)N1Cc1ccc(F)cc1
20,-2.0,c1ccc(N(c2ccccc2)c2nc(N3CCCC3)nc(-n3ccnc3)n2)cc1
22,0.3,Cc1cc(C(=O)COC(=O)CCCN2C(=O)c3ccccc3C2=O)c(C)n1C
22,-1.3,O=C(NCc1ccccn1)C(=O)NCC1OCCN1C(=O)c1ccc(Cl)cc1 (stereo unspecified)
10,0.8,Cc1nn(CC(=O)NNC(=O)c2ccc(Br)cc2)c(C)c1[N+](=O)[O-]
11,-2.5,C(=N\Nc1nc(N2CCOCC2)nc(N2CCOCC2)n1)/c1ccncc1
10,-1.3,COC(=O)CCC(=O)c1oc2ccc(Cl)cc2c1NC(=O)CCCN1C(=O)c2ccccc2C1=O
14,-2.5,Cc1ccc(C2(C)NC(=O)N(CC(=O)Nc3cc(S(=O)(=O)N4CCCCC4)ccc3OC(C)C)C2=O)cc1 (stereo unspecified)
-3,-1.3,COc1ccc(N(C(=O)COc2ccccc2)C2C=CS(=O)(=O)C2)cc1 (stereo unspecified)

Main list, from the first entry:
OX1R FRET antag,STK33 inh,mol
18,-1.2,COCCCNC(=O)CCn1c(=O)c2ccccc2n(Cc2cccc([N+](=O)[O-])c2)c1=O
41*,0.4,COc1cc(/C=C2/S/C(=N/S(=O)(=O)Cc3ccccc3)NC2=O)c([N+](=O)[O-])cc1OC
2,-0.2,CN(Cc1ccccc1)C(=O)c1ccc2c(c1)OCO2
19,-0.2,O=C1CC(c2ccc(F)cc2)c2cc3c(cc2N1)CCC3 (stereo unspecified)
1,0.1,Cc1onc(-c2c(F)cccc2Cl)c1C(O)c1ccc(F)cc1 (stereo unspecified)
2,-0.7,CCOc1ccc(NC(=O)CSc2nnnn2-c2ccc(C(N)=O)cc2)cc1
9,0.2,Nc1nc(Br)c2c(F)cccc2c1-c1ccccc1
21,0.3,O=S1(=O)CCOC[C@H](CC2CCCCC2)N1Cc1ccc(F)cc1
20,-2.0,c1ccc(N(c2ccccc2)c2nc(N3CCCC3)nc(-n3ccnc3)n2)cc1
22,0.3,Cc1cc(C(=O)COC(=O)CCCN2C(=O)c3ccccc3C2=O)c(C)n1C
22,-1.3,O=C(NCc1ccccn1)C(=O)NCC1OCCN1C(=O)c1ccc(Cl)cc1 (stereo unspecified)
10,0.8,Cc1nn(CC(=O)NNC(=O)c2ccc(Br)cc2)c(C)c1[N+](=O)[O-]
11,-2.5,C(=N\Nc1nc(N2CCOCC2)nc(N2CCOCC2)n1)/c1ccncc1
10,-1.3,COC(=O)CCC(=O)c1oc2ccc(Cl)cc2c1NC(=O)CCCN1C(=O)c2ccccc2C1=O
14,-2.5,Cc1ccc(C2(C)NC(=O)N(CC(=O)Nc3cc(S(=O)(=O)N4CCCCC4)ccc3OC(C)C)C2=O)cc1 (stereo unspecified)
-3,-1.3,COc1ccc(N(C(=O)COc2ccccc2)C2C=CS(=O)(=O)C2)cc1 (stereo unspecified)
13,7.3,COc1cc(SC)ccc1C(=O)Nc1ccccn1
70,-2.2,COc1ccc(CCNC(=O)CN(c2ccc(C)cc2)S(=O)(=O)c2c(C)noc2C)cc1OC
-5,-0.7,CSCCC(NC(=O)CCNC(=O)c1ccccc1Cl)c1nc2ccccc2[nH]1 (stereo unspecified)
30,0.7,CC(=O)N(CCCNC(=O)c1ccccc1)C(=O)c1ccccc1
17,-1.1,O=[N+]([O-])c1cccnc1NCCNc1ncc(C(F)(F)F)cc1Cl
23,-0.9,Cc1ccc(N(CC(=O)NCC2CCCO2)C(=O)CCC(=O)Nc2ccccn2)cc1C (stereo unspecified)
74*,-0.6,N#Cc1c(-c2ccccc2)cc(-c2ccccc2)nc1SCCC(=O)O
25,-0.3,CC(=O)Nc1ccc(-c2nnn(CC(=O)c3ccccc3)n2)cc1Cl
20,-0.1,Cc1cccc(OCC(=O)Nc2ccc(N3CCN(C(=O)c4ccccc4)CC3)cc2)c1C
12,-0.8,CCNC(=O)C1CC(=O)N(c2ccc(Br)cc2)C1 (stereo unspecified)
7,-0.9,Cc1c(CCO)c(=O)n(C)n1C(=O)c1ccc(Cl)cc1
7,-1.6,Cc1ccc(NC(=O)c2cccc(N3C(=O)C4C5CCC(C5)C4C3=O)c2)c(C)c1 (stereo unspecified)
-8,-0.2,CC(=O)NCCC(=O)Nc1cc(S(=O)(=O)Nc2ccc(Cl)cc2)ccc1N1CCCC1
17,-0.7,CCOC(=O)N1CCN(c2ccc(C(C)=O)cc2F)CC1C (stereo unspecified)
5,-1.1,C=CCn1c(N)cc(=O)nc1SC(C)C(=O)Nc1cccc2ccccc12 (stereo unspecified)
22,-1.7,CC1=NN(C(=O)c2ccc(Cn3nc(C)cc3C)o2)C(O)(C(F)(F)F)C1 (stereo unspecified)
15,-1.3,O=C(Nc1ccccc1Br)c1ccccc1-c1ccccc1
30,-0.6,CN(C[C@H](Cc1ccccc1)N(C[C@H](c1ccccc1)N(CCc1ccccc1)N=O)N=O)N=O
/,-1.6,CCCCCC(=O)Nc1ccc(S(=O)(=O)Nc2cc(OC)nc(OC)n2)cc1
28,-0.8,C=COCCNC(=O)Nc1ccc(Cl)cc1Cl
5,-0.4,CCc1ccc(-c2cc(C(F)(F)F)n3nc(C(=O)Nc4cnn(Cc5ccc(C)cc5)c4)cc3n2)s1
17,0.1,O=S(=O)([N-]c1nc2ccccc2nc1-[n+]1ccc(CCCc2ccccc2)cc1)c1cccs1
26,-1.1,CCN(CC)S(=O)(=O)c1cccc(NC(=O)c2ccc(-n3nc(C)cc3C)cc2)c1
17,-0.8,CC(OC(=O)c1ccc(S(=O)(=O)NCc2ccco2)cc1)C(=O)Nc1ccccc1 (stereo unspecified)
6,-1.8,COc1ccc(C(=O)Nc2cccc(S(C)(=O)=O)c2)cc1OC
16,-0.3,COc1ccc(NC(=O)COc2coc(CN3CCc4ccccc43)cc2=O)cc1
6,-2.2,O=C(CSc1ccc(-c2ccco2)nn1)Nc1ccccc1F
-1,0.8,COc1cc(S(=O)(=O)NCCN2CCOCC2)ccc1-n1cnnn1
6,-1.2,COc1ccc(Cl)cc1NC(=O)[C@@]1(CC(=O)O)CC(/C=C/c2ccccc2)=NO1
38,0.1,O=C(Cn1nc(C(=O)O)c2ccccc2c1=O)Nc1cccc(Br)c1
13,0.0,CCCCc1ccc(Nc2ncnc3nc[nH]c23)cc1
14,-2.0,C/C(=N\Nc1ccccn1)c1ccc2c(c1)OCO2
12,-0.4,Cc1ccccc1CSCC(=O)c1c(N)n(C)c(=O)n(C)c1=O
4,1.7,Cc1ccc(NC(=O)CS(=O)CC(=O)NCCCN(C)c2ccccc2)cc1 (stereo unspecified)

(continued)
OX1R FRET antag,STK33 inh,mol
2,-0.2,CN(C)CCn1nnc2c(=O)oc3ccccc3c21
21,-0.2,Cc1cc(=O)[nH]c(SC(C)C(=O)Nc2cccc3ccccc23)n1 (stereo unspecified)
1,-1.8,NCCc1nnc(SCC(=O)Nc2ccc(Br)cc2)o1
21,-2.4,CC(C)[C@H](NC(=O)c1ccco1)C(=O)OCC(=O)N(C)c1ccccc1
14,-0.1,C/C(=N\OC(=O)c1ccc(Br)cc1)c1ccccn1
3,-1.5,NC(=S)Nc1ccc(Cl)cc1Cl
7,-0.3,CC(=O)Nc1ccc(CN2CCCC(CCC(=O)NCc3ccccc3F)C2)cc1 (stereo unspecified)
12,-0.6,COC(=O)C1C(=O)C2=C(CC1C)NC(=O)CC2c1ccccc1 (stereo unspecified)
21,-0.1,CCOC(=O)c1c(NC(=O)COC(=O)CCCOc2ccc(OC)cc2)sc(C(=O)NC)c1C
16,1.1,O=C(O)c1ccc2c(c1)nnn2C1CCCCC1
2,-0.6,CCCS(=O)(=O)c1nc(S(=O)(=O)c2ccc(C)cc2)c(N2CCCC2)s1
7,-1.2,COc1ccc(OC)c(COC(=O)c2cccc(S(=O)(=O)N3CCCCC3)c2)c1
7,-1.3,CCOc1ccccc1NC(=O)C(NCCN(C)C)c1ccccc1 (stereo unspecified)
22,-1.7,COCCCNc1ccc([N+](=O)[O-])cc1C(=O)Nc1cccc(C)n1
22,-0.3,O=C(CSc1nnc(COc2cccc3cccnc23)o1)N1CCCC1
12,-1.7,Cc1ccccc1OCC(O)Cn1c(Br)nc2c1c(=O)n(C)c(=O)n2C (stereo unspecified)
1,0.4,O=C(NCc1ccco1)C1CCN(S(=O)(=O)c2ccccc2C(F)(F)F)CC1
17,-0.6,Cc1ncc([N+](=O)[O-])n1CCOC(=O)NC(NCc1cccnc1)C(Cl)(Cl)Cl (stereo unspecified)
20,-0.9,COc1ccc(Nc2nc(NN)nc(C)c2[N+](=O)[O-])cc1
0,0.9,CC1CCCN(C(=O)C2CCN(S(=O)(=O)c3ccccc3)CC2)C1 (stereo unspecified)
15,-2.0,Cc1ccc(S(=O)(=O)N(C)c2cc(S(=O)(=O)N3CCC(C)CC3)c(C)cc2C)cc1
12,-1.2,CC(C)(C)NC(=O)CN(Cc1cccs1)C(=O)C1COc2ccccc2O1 (stereo unspecified)
-4,-0.9,COc1ccc(CCn2c(=S)[nH]c3cc(C(=O)N4CCOCC4)ccc3c2=O)cc1OC
6,1.0,Cc1ccc(CC(=O)NC2CCSC2=O)cc1 (stereo unspecified)
10,-1.7,CCc1ccc(NC(=S)Nc2cc(C(=O)O)ccc2N2CC3CC(C2)c2cccc(=O)n2C3)cc1 (stereo unspecified)
2,-0.3,NNC(=O)CCN1CCCCC1
12,0.4,CSc1cccc(NC(=S)N2CCCN(Cc3ccc(F)cc3)C2)c1
42,-0.9,Cc1c([N+](=O)[O-])c([N+](=O)[O-])nn1CC(=O)N1CCOCC1
13,0.3,Cc1ccc(S(=O)(=O)N(CC2CO2)c2cc(Cl)ccc2Cl)cc1 (stereo unspecified)
11,-2.2,O=C(Cn1nc(C(F)(F)F)c2c1CCCC2)NC1CCCC1
50,-1.1,O=c1[nH]c(=O)n(-c2ccc(F)cc2)c2c1C(C(F)(F)F)(C(F)(F)F)N=C(c1ccc(F)cc1)N2
27,-0.9,COc1cccc(CNC(=O)CCNC(=O)Cn2ccc3ccccc3c2=O)c1
8,-1.0,CSc1nc2cc(S(=O)(=O)N3CCOCC3)ccc2s1
5,0.7,O=C1CCCCN1CCC(=O)N1CCCC(Nc2ccccc2)C1 (stereo unspecified)
19,-1.3,Cc1ccc(C)c(OCCNc2ncccc2[N+](=O)[O-])c1
4,-0.9,COc1ccc(/C=N\NC(=O)COc2ccc(C(C)(C)C)cc2)cc1Cn1nc(C)cc1C
13,0.2,O=C(O)CC(NC(=O)C12CC3CC(CC(C3)C1)C2)c1cccc(Cl)c1 (stereo unspecified)
30,0.3,CC1(C(=O)CSc2n[nH]c(-c3ccccc3Cl)n2)CCC(=O)O1 (stereo unspecified)
24,-1.2,O=C(OCc1cccc(C(F)(F)F)c1)c1cc(S(=O)(=O)N2CCOCC2)ccc1F
10,-1.1,CCOC(=O)C1(Cc2ccccc2C)CCCN(C(=O)CN2CCCCC2=O)C1 (stereo unspecified)
0,0.5,CC1CCCCC12NC(=O)N(CC(=O)N1CCc3ccccc31)C2=O (stereo unspecified)
7,-1.8,Nc1cc(Cl)ccc1Oc1ccc2ccccc2c1
24,-1.2,Cc1onc(-c2ccccc2Cl)c1C(=O)Nc1cccc(-c2nc3ncccn3c2C)c1
2,-0.7,O=C(NCc1ccc(F)cc1)c1ccccc1OCc1ccccc1
14,1.0,COc1ccccc1NC(=O)CSCC(=O)N1c2ccccc2CCc2ccccc21
23,0.8,COc1ccc(-c2csc(NC(=O)CSCc3c(C)noc3C)n2)c(OC)c1
25,0.2,O=C(C1=NN[C@@H]2C(=O)N(c3cccc(C(F)(F)F)c3)C(=O)[C@H]12)c1ccc2ccccc2n1
2,3.0,Cc1cc(C)n2nc(CC(=O)NC3CCCC(C)C3C)nc2n1 (stereo unspecified)
9,-1.4,CCN(CC(=O)NC1CCS(=O)(=O)C1)S(=O)(=O)c1c(C)c(C)cc(C)c1C (stereo unspecified)
37,-1.2,COc1cc(CO)c(OC)c([N+](=O)[O-])c1

Next section:
OX1R FRET antag,STK33 inh,mol
7,-3.2,O=C(Nc1ccccc1F)c1ccc(C(=O)c2ccccc2)cc1
0,-0.5,CCOC(=O)C(C)Sc1ncnc2nc[nH]c12 (stereo unspecified)
-1,-1.1,COc1cc(CN2CCC(CO)(CCOc3ccccc3)CC2)cc(OC)c1OC
14,-5.8,NS(=O)(=O)c1ccc(S(=O)(=O)N2CCCC2)cc1
11,-0.2,CC(C)CNS(=O)(=O)c1ccc(CCC(=O)Nc2ccc3c(c2)OCCO3)cc1
8,-1.0,Cc1nn(-c2ccccc2)c2nc(C(F)F)cc(C(F)F)c12
20,0.5,CCCC(=O)Nc1cc(OC)c(NC(=O)NC2CCCCC2)cc1OC
-1,1.8,CN(Cc1nc2ccccc2c(=O)[nH]1)C(=O)c1cccc(S(=O)(=O)N2CCCCCC2)c1

Arranged by the number under STK33 inh (rising): three from the list above
smiles	STK33 inh
NS(=O)(=O)c1ccc(S(=O)(=O)N2CCCC2)cc1	-5.8
O=C(Nc1ccccc1F)c1ccc(C(=O)c2ccccc2)cc1	-3.2
CCOC(=O)C(C)Sc1ncnc2nc[nH]c12 (stereo unspecified)	-0.5

Screening data (PubChem)
